# S2 tox = reduces viability in counter-screen for ATXN expression inhibitors; actives 0.49% (n = 400,000); S2 cells (HEK-293 line with an ATXN2-luciferase reporter) viability, CellTiter-Fluor protease fluorescence, 24 h; Potency, µM (series often up to 56.7 µM), usual class: cytotoxic; AID 651635; also: nearly all actives have a fitted effect of over 40% in size
# Nrf2 inh = inhibitors of Nrf2 signaling; A549 ARE-Fluc reporter, luciferase luminescence, 18-24 h; Potency, µM (series often up to 46 µM), for inactives: at the top dose activity change, negative = inhibition, hits mostly inhibitors; actives 2.1% (n = 360,000); AID 504444; also: % is scaled to controls: 0 for no effect and ±100 for the full control effect; nearly all actives have a fitted effect of over 60% in size
#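 A549 ARE_Fluc cells, 5000/well, 5% FBS OPTI-MEM; compounds in dose-response, 18-24 h at 37 °C/5% CO2; CellTiter-Fluor viability read (Ex 405/Em 525), then BugLite luciferase luminescence = Nrf2 activity.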
# Nrf2 activator = Nrf2 pathway activation | AREc32 ARE-luciferase reporter (MCF7-derived line), luminescence, 24 h | Potency, µM (highest dose often 46.1 µM), for the others: top-dose activation, actives largely listed as activators | actives 0.31% (n = 410,000) | AID 624171; also: % of control where 0% means no effect; nearly all actives have a fitted effect of over 65% in size
#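 AREc32 cells carrying an ARE-driven firefly luciferase reporter were seeded at 1000 cells/well in OPTI-MEM with 5% FBS, then exposed to compound for 24 hr at 37 deg C. Luminescence was read with Steady-Glo after 30 min at RT.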
# EPAC2 antag = antagonists of human EPAC2; Q8WZA2; EPAC2 GEF exchange of Rap1B-BODIPY-GDP, fluorescence; Potency, µM (doses to about 114 µM), for the others: at the top dose activity, negative = inhibition, actives largely listed as inhibitors; actives 0.18% (n = 360,000); AID 720708; also: % is scaled to controls: 0 for no effect and ±100 for the full control effect; nearly all actives have a fitted effect of over 45% in size; many of its hits are not listed in these tables
# Target sequence (Q8WZA2 whole entry, looked up): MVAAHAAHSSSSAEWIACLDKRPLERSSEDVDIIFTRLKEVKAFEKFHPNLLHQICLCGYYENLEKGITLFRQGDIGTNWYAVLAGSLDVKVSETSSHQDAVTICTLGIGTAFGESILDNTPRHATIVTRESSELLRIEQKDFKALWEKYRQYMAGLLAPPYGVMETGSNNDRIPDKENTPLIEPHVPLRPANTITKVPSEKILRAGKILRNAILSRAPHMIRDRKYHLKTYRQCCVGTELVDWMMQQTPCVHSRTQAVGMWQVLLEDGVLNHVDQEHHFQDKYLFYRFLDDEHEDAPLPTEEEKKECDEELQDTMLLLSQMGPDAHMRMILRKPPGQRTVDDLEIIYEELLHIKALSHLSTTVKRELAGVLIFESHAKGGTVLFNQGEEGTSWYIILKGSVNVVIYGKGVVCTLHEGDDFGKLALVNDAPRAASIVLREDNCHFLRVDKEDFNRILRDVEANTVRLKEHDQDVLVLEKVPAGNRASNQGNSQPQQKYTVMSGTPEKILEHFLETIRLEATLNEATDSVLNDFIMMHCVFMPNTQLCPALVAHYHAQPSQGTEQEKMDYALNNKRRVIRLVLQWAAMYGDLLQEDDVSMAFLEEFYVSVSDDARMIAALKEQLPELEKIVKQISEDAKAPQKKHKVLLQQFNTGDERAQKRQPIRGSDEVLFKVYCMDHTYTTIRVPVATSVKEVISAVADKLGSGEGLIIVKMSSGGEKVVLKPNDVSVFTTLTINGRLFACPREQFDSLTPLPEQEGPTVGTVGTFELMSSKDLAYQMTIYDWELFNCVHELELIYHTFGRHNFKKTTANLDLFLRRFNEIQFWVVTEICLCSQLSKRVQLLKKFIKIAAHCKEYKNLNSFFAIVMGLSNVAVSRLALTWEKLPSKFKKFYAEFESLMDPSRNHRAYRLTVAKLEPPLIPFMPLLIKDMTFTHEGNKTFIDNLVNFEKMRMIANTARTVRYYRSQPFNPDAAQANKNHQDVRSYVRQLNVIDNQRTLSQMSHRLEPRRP
# ATXN2 expr inh = ATXN2 expression inhibition; AID 1745845; actives 0.72% (n = 360,000); Potency, µM (series often up to 57 µM), for inactives: top-dose activity change, negative = inhibition, hits mostly inhibitors; HEK-293 ATXN2-luciferase reporter, luminescence, 24 h; also: % is scaled to controls: 0 for no effect and ±100 for the full control effect; nearly all actives have a fitted effect of over 55% in size
#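 qHTS (up to 57 uM final) was run with 24 h compound exposure of reporter cells at 37 °C. Each well was multiplexed: SteadyGlo luminescence measured ATXN2-luciferase expression after a fluorogenic Gly-Phe-AFC viability readout (25 uM final).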
# MCF10A rereplic = DNA re-replication induction in MCF 10a cells; MCF 10A DNA re-replication, Hoechst nuclear intensity, 48 h; Potency, µM (top dose mostly 46.1 µM), for inactives: at the highest dose activity, positive = re-replication, actives largely listed as activators; actives 2.9% (n = 350,000); AID 624296; also: % of control where 0% means no effect; nearly all actives have a fitted effect of over 50% in size
# A549 tox = kills or reduces viability of A549 cells in Nrf2 counter-screen | AID 504648 | A549 ARE-Fluc cells, CellTiter-Fluor viability, 18-24 h | Potency, µM (titrated, usually from 46 µM), inactives show at the top dose activity change, negative = cytotoxicity, actives largely listed as inhibitors | actives 0.16% (n = 390,000); also: % is scaled to controls: 0 for no effect and ±100 for the full control effect
#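 Cytotoxicity counterscreen: CellTiter-Fluor fluorescence was measured in A549 ARE_Fluc cells after 18-24 h of compound exposure in a concentration series. The subsequent BugLite luminescent read reports ARE-luciferase activity.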
# TGFb SMAD3 inh = inhibitors of TGF-b signaling; AID 588855; actives 1.2% (n = 410,000); HepG2 CAGA-GFP TGF-b/SMAD3 reporter, GFP fluorescence, 18 h; TGF-beta stimulated, 500 pg/mL final; Potency, µM (series often up to 46.1 µM), for inactives: top-dose activity, negative = inhibition, hits mostly inhibitors; also: % is scaled to controls: 0 for no effect and ±100 for the full control effect; nearly all actives have a fitted effect of over 65% in size
#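 Read-out: total well GFP (ex488/em500-530) summed from mean per-cell fluorescence. Cells: HEPG2 CAGA-GFP, 1% FBS DMEM, 18 h at 37 degrees C with 500 pg/mL final TGF-beta. Unstimulated wells served as the full-inhibition control; stimulated DMSO wells = 0%.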
# HepG2 viability = counter-screen for TGF-b inhibitors: cytotoxicity in HepG2 cells | actives 0.76% (n = 410,000) | HepG2 CAGA-GFP viability, ATP luminescence, 18 h | AID 588856 | Potency, µM (doses to about 46.1 µM), for the others: at the top dose activity change, negative = cytotoxicity, most hits filed as cytotoxic; also: some results filed as inactive show a strong effect at the top dose
#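 HepG2 CAGA-GFP cells (1000/well, DMEM with 1% FBS) received compound, then TGF-beta at 500 pg/mL final, and were incubated 18 hours at 37 degrees C. Viability was read by CellTiter-Glo luminescence. Media-only wells were set as complete cell-killing and DMSO as no toxicity.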
# The depositor's hits bear a star; i = inactive; ? = inconclusive; · = no result given; [ ] = remark or other dose. Calls follow the shape of the dose curve; as a rule, active = well fitted curve in the direction sought with a large enough effect; inconclusive = small, poorly fitted or top-dose-only effect, or another doubt; inactive = no such curve, though single readings can be large; an effect the other way counts as inactive or inconclusive. Potency is read from the fitted curve at half-maximal effect. Only part of the results is shown (hit frequency here may not be typical).
SMILES,S2 tox,Nrf2 inh,Nrf2 activator,EPAC2 antag,ATXN2 expr inh,MCF10A rereplic,A549 tox,TGFb SMAD3 inh,HepG2 viability
COc1ccc2nc(N3C(=O)/C(=C/c4ccc(Cl)cc4)NC3=S)sc2c1,i,10%,5.5%,-8%,-5%,9%,1%,7%,-3%
CCC(CC)C(=O)Nc1ccc2nc(SCC(=O)N3c4ccccc4CC3C)sc2c1 (centres undefined),?,?,-1.2%,·,49%[activator],·,-3%,21%,2%
COc1ccc(CCNC2CC(=O)N(N(C)C)C2=O)cc1OC (centres undefined),i,-11%,-0.2%,7%,19%,-8%,4%,-6%,-17%
O=S(=O)(c1ccccc1)N1CCN(C(c2ccccc2)c2ccc(OC(F)(F)F)cc2)CC1 (centres undefined),i,7%,0.2%,1%,·,-10%,3%,2%,-16%
Cc1ccccc1NC(=S)N(Cc1cccnc1)Cc1ccccc1Cl,i,-8%,0.3%,-14%,-3%,5%,6%,-2%,-29%
Fc1cccc(-n2ncc3c2ncn2nc(COc4ccc(Cl)cc4)nc32)c1,·,21%,27%,·,·,·,6%,·,2%
COc1ccc(OC)c(C2C(C(=O)c3ccc(C)o3)=C(O)C(=O)N2c2cc(C)on2)c1 (centres undefined),i,-4%,9.5%,1%,-12%,-3%,-15%,-11%,12%
Cc1c(C)n(Cc2ccccc2)c2ncnc(NCCN(C)C)c12,i,4%,1.7%,7%,·,-1%,3%,5%,-35%
O=C(NCCn1cc(SCc2ccc(F)cc2)c2ccccc21)c1ccccc1F,?,?,-0.9%,-7%,?,?,5%,?,-23%
CCc1nc2ccccc2c(C(=O)OCC(=O)C(C)(C)C)c1C,·,-36%,3.4%,-3%,-22%,18%,-2%,-8%,-47%
Cc1cc(C)c2[nH]c(=O)c(CN(CC3CCCO3)C(=O)C3CCCO3)cc2c1 (centres undefined),i,-2%,-0.1%,-1%,9%,-2%,3%,28%,-1%
COc1ccc(NC(=O)N(C)C[C@H]2Oc3ccc(NS(=O)(=O)c4ccc(F)cc4)cc3C(=O)N([C@H](C)CO)C[C@@H]2C)cc1,i,4%,0.0%,16%,-2%,1%,6%,-5%,-2%
Cc1ccc2nc(-c3ccco3)c(Nc3ccc4c(c3)OCCO4)n2c1,i,7%,8.5%,·,9%,·,-13%,-14%,-11%
N#Cc1ccc(C(=O)N2CCN(C(=O)C3CCCO3)CC2)cc1 (centres undefined),i,-3%,3.4%,-9%,6%,-1%,4%,16%,5%
CCOc1cc(C(=O)NCCc2csc3nc(-c4ccccc4F)nn23)cc(OCC)c1OCC,i,·,0.2%,·,-9%,·,3%,3%,-5%
N#CCSc1nnc(Cc2cccc3ccccc23)n1C1CCCCC1,i,-15%,-0.6%,8%,5%,4%,2%,?,-3%
Cc1ccsc1CN(C)CC(=O)NCC(=O)Nc1ccc(F)c(F)c1F,i,5%,2.2%,5%,-6%,-3%,0%,?,-26%
CCn1c(=NC(=O)c2cccc(N3C(=O)CCC3=O)c2)sc2c(C)ccc(OC)c21,i,0%,-0.7%,-13%,8%,10%,0%,-18%,-22%
CCc1nc(CNC(=O)C2CCC(=O)N(CCc3cccc(F)c3)C2)no1 (centres undefined),i,-5%,-0.2%,-18%,-5%,3%,7%,0%,-26%
CN(C(=O)COC(=O)CSc1ccc([N+](=O)[O-])cc1)c1ccccc1,i,5%,1.3%,-12%,-8%,6%,8%,-21%,-4%

# Part of the list above in order of length of the SMILES, low to high:
SMILES,S2 tox,Nrf2 inh,Nrf2 activator,EPAC2 antag,ATXN2 expr inh,MCF10A rereplic,A549 tox,TGFb SMAD3 inh,HepG2 viability
Cc1ccsc1CN(C)CC(=O)NCC(=O)Nc1ccc(F)c(F)c1F,i,5%,2.2%,5%,-6%,-3%,0%,?,-26%
Cc1ccc2nc(-c3ccco3)c(Nc3ccc4c(c3)OCCO4)n2c1,i,7%,8.5%,·,9%,·,-13%,-14%,-11%
CCc1nc(CNC(=O)C2CCC(=O)N(CCc3cccc(F)c3)C2)no1 (centres undefined),i,-5%,-0.2%,-18%,-5%,3%,7%,0%,-26%
COc1ccc2nc(N3C(=O)/C(=C/c4ccc(Cl)cc4)NC3=S)sc2c1,i,10%,5.5%,-8%,-5%,9%,1%,7%,-3%
CCOc1cc(C(=O)NCCc2csc3nc(-c4ccccc4F)nn23)cc(OCC)c1OCC,i,·,0.2%,·,-9%,·,3%,3%,-5%
O=S(=O)(c1ccccc1)N1CCN(C(c2ccccc2)c2ccc(OC(F)(F)F)cc2)CC1 (centres undefined),i,7%,0.2%,1%,·,-10%,3%,2%,-16%

# The list goes on.
SMILES,S2 tox,Nrf2 inh,Nrf2 activator,EPAC2 antag,ATXN2 expr inh,MCF10A rereplic,A549 tox,TGFb SMAD3 inh,HepG2 viability
COc1ccc(CCNC(=O)CN2C(=O)NC(Cc3c[nH]c4ccccc34)C2=O)cc1 (centres undefined),?,-5%,-0.5%,1%,-26%,6%,-1%,7%,3%
Cc1nn(-c2ccccc2)c(C)c1/C=N/NC(=O)c1cc(C23CC4CC(CC(C4)C2)C3)[nH]n1,?,13µM*,4.0%,-2%,-14%,2.6µM*,?,?,-10%
Cc1cc(C)c(C(=O)N2CCCC(CNS(=O)(=O)c3cccs3)C2)o1 (centres undefined),i,17%,-0.6%,10%,3%,-32%[inhibitor],2%,1%,8%
O=C(O)C1C2OC(C(Br)C2Br)C1C(=O)O (centres undefined),i,1%,1.9%,4%,20%,3%,0%,2%,-2%
COc1ccc(CNC(=O)c2cc(-c3ccc(Cl)cc3)n[nH]2)cc1,i,27%,0.3%,·,1%,·,-8%,14%,-10%
Cc1ccc(C)c(OCCCCCn2ccnc2)c1,i,-11%,-0.2%,-1%,-17%,-4%,13%,-10%,-12%
Cc1cc(C)c(NC2=NS(=O)(=O)c3ccccc32)c(C)c1,i,-17%,0.4%,?,-6%,-1%,-2%,-16%,3%
COc1ccc(OCC(=O)N2CCN(c3nnc(-c4ccccc4)c4ccccc34)CC2)cc1,i,?,2.1%,14%,-13%,8%,-11%,-4%,-13%
CC(C)C(Cl)=NOC(=O)Nc1ccc(F)cc1,21µM*,-2%,?,-8%,?,3.3µM*,2%,-11%,20µM*
COc1ccc(S(=O)(=O)N(CC(=O)N2CCN(C)CC2)C2CCCCC2)cc1OC,?,10%,-0.5%,4%,1%,0%,-1%,-2%,19%
COC(=O)Cc1ccc(NC(=O)c2ccc3c(c2)C(=O)N(CC2CCCO2)C3=O)cc1 (centres undefined),i,0%,-1.2%,7%,7%,8%,-4%,-4%,5%
COc1ccc(Nc2cc(C(=O)NCCCN(C)Cc3ccccc3)c3ccccc3n2)cc1OC,·,·,8.3%,·,·,·,-5%,?,-61%
Nc1ccc(C(=O)OCCc2ccccc2)cc1,i,?,-1.1%,3%,8%,5%,2%,-7%,-8%
CN(C(=O)c1cnc(N2CCN(c3ncccn3)CC2)c2ccccc12)c1ccc(Cl)cc1,i,?,0.3%,-4%,?,?,-14%,5%,10%
COc1ccccc1C(=O)NCCC(=O)Nc1ccc(S(=O)(=O)Nc2ncccn2)cc1,i,2%,-0.5%,2%,8%,-9%,-3%,1%,6%
NC(=O)CSc1nccn1Cc1ccc(Cl)cc1,i,3%,-0.2%,-3%,-15%,-1%,2%,-4%,0%
Cn1c(N)c(C(=O)CSc2nc(N)cc(=O)[nH]2)c(=O)n(C)c1=O,i,12%,0.0%,13%,6%,-4%,0%,-14%,8%
O=C(NCC(c1ccco1)N1CCCCC1)C(c1ccccc1)c1ccccc1 (centres undefined),i,5%,0.3%,-7%,-2%,7%,0%,0%,-23%
COc1ccc(S(=O)(=O)NC(C(=O)NCCc2ccccn2)C(C)C)cc1 (centres undefined),?,-15%,-0.2%,1%,-36%,-5%,-10%,7%,3%
COc1ccc(/C=C(/C(=O)c2ccc(Cl)cc2Cl)n2cncn2)cc1,i,-22%,2.3%,-10%,-13%,?,-3%,-10%,-10%
O=C(Nc1ccccc1OC(F)F)c1cccc(S(=O)(=O)N2CCCC2)c1,i,10%,0.0%,-9%,-1%,1%,0%,-2%,12%
Cc1ccccc1-c1nnc(SCC(=O)N(C)c2ccccc2)o1,·,14%,5.0%,·,·,·,2%,·,1%
Cc1ccc(NC(=O)c2ccc(S(=O)(=O)NCC3CCCO3)cc2)cc1 (centres undefined),i,3%,-0.7%,5%,6%,?,6%,0%,5%
O=C(NCc1ccccc1)c1ccc(OCC2CCCO2)cc1 (centres undefined),i,6%,2.8%,-1%,23%,16%,-2%,28%,5%
O=C(NCCc1ccccc1)c1cc(-c2ccc(Cl)cc2)on1,i,17%,-0.6%,·,12%,·,6%,5%,3%
COc1cc(CNCCc2ccccc2)ccc1OCc1ccc(Cl)nc1,i,7%,0.2%,5%,-6%,-4%,2%,-18%,-41%
CCN(CC(=O)NCCC1=CCCCC1)S(=O)(=O)c1ccccc1,i,-11%,-0.1%,-4%,-2%,9%,-1%,-15%,-10%
COc1cccc(CN(C)C(=O)CC2C(=O)NCCN2C2Cc3ccccc3C2)c1 (centres undefined),i,-5%,-0.3%,3%,5%,-1%,1%,0%,-15%
C[C@H](CO)N1C[C@H](C)[C@@H](CN(C)Cc2ccc3c(c2)OCO3)Oc2c(NC(=O)C3CC3)cccc2C1=O,i,-19%,0.2%,12%,-3%,9%,4%,-14%,-11%
Cc1ccc(CN2CCN(Cc3nc4c(s3)CCCC4)CC2CCO)cc1 (centres undefined),i,-2%,1.5%,12%,-14%,?,-5%,-6%,-16%
COc1ccc(C(=O)N/N=C(\C)c2ccccn2)cc1OC,?,5.2µM*,?,14%,?,?,?,?,-48%
C=CCNC(=O)COC(=O)c1ccc(C)c(NC(=O)c2ccco2)c1,i,0%,2.1%,0%,14%,-34%[inhibitor],8%,15%,0%
CCCCN(C(=O)C1CCC(CNS(=O)(=O)c2cccc3nsnc23)CC1)c1ccccc1 (centres undefined),·,26µM*,-0.5%,·,?,·,-8%,?,-3%
C/C(=N\NC(=O)C1CC1)c1ccc(OC(F)F)cc1OC(F)F,i,-15%,0.2%,-3%,1%,5%,-3%,?,-2%
CCOc1cccc2cc(C(=O)Nc3cc(C)on3)c(=O)oc12,i,1%,-0.1%,5%,3%,-3%,-5%[1.84 µM],0%,-13%

# Assay outcomes as filed in PubChem.
